Compound activity: PubChem BioAssay, PCMD
Yeast tox = yeast growth toxicity, wild-type and mutant, primary screen, cytotoxicity control for eIF2B function restoration project, wild-type and eIF2Bepsilon R284H mutant, A595. S. cerevisiae wild-type growth, A595 turbidity, 16 h. growth inhibition, % at 25 µM (by protocol). 30,000 compounds, 0.3% hits;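 active = mutant and wild-type yeast strains alike exhibit over 30% growth inhibition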;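 note: 0% = untreated cell controls and 100% = YPD media blanks without cells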
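Test system: Wild-type and eIF2Bepsilon-R284H mutant S. cerevisiae, screened separately | Dosing: Single 25 µM compound dose in 0.2% DMSO | Schedule: 16 h compound exposure during growth at 30 °C | Detection: A595 turbidity | Evaluation: Growth inhibition (%) versus cell controls and blanks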
eIF2B yeast act = GCN4-lacZ reporter reduction in eIF2B-epsilon mutant yeast, primary screen, S. cerevisiae, eIF2B-epsilon R284H, Beta-Glo luminescence | 27,000 compounds, 0.91% hits | AID 688, 2007 | inhibition, % at 25 µM (by protocol);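 active = mutant luminescence inhibited past about 50% while wild type luminescence and mutant growth stay under set limits, limit read from the data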; note: some compounds called inactive have numbers as strong as hits
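Material – yeast eIF2B-epsilon R284H mutant carrying GCN4–beta-galactosidase fusion · Medium – YPD yeast growth medium · Compound – one concentration, 25 µM, 0.25% DMSO · Times – 16 h at 30 °C exposure · Signal – Beta-Glo luminescence plus absorbance at 595 nm · Read-out – % inhibition of reporter signal and growth versus controls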
Yeast tox inhibition % = also measured in Yeast tox; calls as there; growth inhibition, %; S. cerevisiae eIF2Bepsilon-R284H mutant growth, A595 turbidity, 16 h;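 each compound tested once at 25 µM; 0% equals untreated cells and 100% equals cell-free medium blanks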
eIF2B yeast act mutant toxicity = second read-out of eIF2B yeast act, no call of its own (marks repeat the call); growth inhibition, %; measured here: mutant yeast growth, toxicity;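 each compound tested once at 25 µM; zero equals untreated control growth and 100 equals blank medium absorbance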
* marks the source's active call; other numbers are inactive results; x = not tested or not shown. A portion of the library; the hit share may differ from the screen's.

(1) O=C(COC(=O)CCc1ccc(S(=O)(=O)N2CCOCC2)cc1)Nc1ccc(Cl)cn1
(2) CN1CCN(C(=O)CCn2nc(-c3ccccc3)c3ccccc3c2=O)CC1
(3) COC(=O)c1sc(NC(=O)CSc2nc3cccnc3n2C2CCCCC2)nc1C
(4) O=C(NC1CCCC1)c1ccc(S(=O)(=O)N2CCOCC2)cc1
(5) CCCCn1c(C)cc(C)c(S(=O)(=O)c2ccccc2C)c1=O
(6) CCOc1cc(C)c(C(C)C)cc1S(=O)(=O)N1CCN(C)CC1
(7) Cn1c(=O)c2c(ncn2CC(=O)N2CCc3ccccc3C2)n(C)c1=O
(8) O=C1CCCc2sc3c(c2N1)CCCCC3
assay / compound,1,2,3,4,5,6,7,8
eIF2B yeast act,17,10,-10,x,17,-17,21,12
eIF2B yeast act mutant toxicity,-7,x,-4,x,10,-4,-18,9
Yeast tox inhibition %,-7,x,-4,23,10,-4,-18,9
Yeast tox,10,x,-28,19,-2,6,-3,-1

(9) CCCC(=O)Nc1nnc(-c2cccc(OCC)c2)s1
(10) CC1CN(S(=O)(=O)c2cccc3nsnc23)CC(C)O1 (stereo unspecified)
(11) CCN1C(=O)c2cccc3c(NC(=O)C4CCCCC4)ccc1c23
(12) O=C(CCCc1ccccc1)NCc1cccnc1
(13) Cc1cc(=O)oc(C)c1C(=O)Nc1ccc2nsnc2c1
(14) O=C(Cc1coc2ccc3ccccc3c12)N1CCN(c2ncccn2)CC1
(15) O=C1CC(N2CCC(Cc3ccccc3)CC2)C(=O)N1CCc1ccccc1 (stereo unspecified)
(16) O=S(=O)(N1CCCCC1)N1CCN(CC(O)COc2ccc3cc(Br)ccc3c2)CC1 (stereo unspecified)
assay / compound,9,10,11,12,13,14,15,16
eIF2B yeast act,2,-3,21,6,20,-40,14,7
eIF2B yeast act mutant toxicity,x,-8,26,4,4,-14,17,12
Yeast tox inhibition %,x,-8,26,4,4,-14,17,12
Yeast tox,x,10,21,-5,15,-1,8,10

(17) COc1ccc(-n2nc(C(=O)NCC(=O)NCc3ccco3)c3ccccc3c2=O)c(OC)c1
(18) O=C(c1cccc(F)c1)N1CCC(O)(c2cccnc2)CC1
(19) CCOCCc1nnc(NC(=O)CN2C(=O)c3ccccc3C2=O)s1
(20) O=C(O)CC(C(=O)O)c1cn(Cc2ccccc2)c2ccccc12 (stereo unspecified)
(21) C=CCN(C(=O)Cn1c(C(=O)OC)cc2oc(C)cc21)c1ccccc1
(22) O=C(c1ccccc1)c1cc[n+]([O-])cc1
(23) CCOc1ccc(S(=O)(=O)Nc2cc(C)ccn2)c2ccccc12
(24) COc1ccc(NC(=O)OCC(C)C)cc1OC
assay / compound,17,18,19,20,21,22,23,24
eIF2B yeast act,x,21,34,x,39,36,-43,x
eIF2B yeast act mutant toxicity,x,-27,x,x,-22,x,-2,x
Yeast tox inhibition %,-4,-27,0,0,-22,0,-2,9
Yeast tox,-9,2,8,-9,1,-15,6,25

(25) O=C(COc1ccc(Cl)cc1Cl)NCCSc1ccc(Cl)cc1
(26) CCOC(=O)c1ccccc1NC(=O)CC(C)CC(=O)O (stereo unspecified)
(27) CCCCOC(=O)N1CCOCCOCCN(C(=O)OCCCC)CCOCCOCC1
(28) c1cncc(CSc2nnc(-c3cccnc3)n2Cc2ccco2)c1
(29) C=CCn1c(SCC(=O)NCc2ccco2)nc2sc3c(c2c1=O)CCCCC3
(30) COC(=O)C1=C(C)N(C)C(=O)NC1c1cc(Cl)cc(Cl)c1OC (stereo unspecified)
(31) O=C(Cn1nnc(-c2ccccc2Cl)n1)NCc1ccc2c(c1)OCO2
(32) CC12CN3CC(C)(CN(C1)C3c1ccc(Br)cc1O)C2 (stereo unspecified)
assay / compound,25,26,27,28,29,30,31,32
eIF2B yeast act,x,23,-6,13,x,29,x,28
eIF2B yeast act mutant toxicity,x,19,3,x,x,7,x,-23
Yeast tox inhibition %,11,19,3,0,-10,7,18,-23
Yeast tox,14,-8,-1,9,-23,-3,-12,-16

(33) O=C(NCC1CCCO1)C1CC(c2ccccc2Cl)=NO1 (stereo unspecified)
(34) NS(=O)(=O)c1ccc(CCNC2CC(=O)N(Cc3ccccc3)C2=O)cc1 (stereo unspecified)
(35) On1c(-c2ccco2)nc2c1CCc1nonc1-2
(36) COC(=O)c1ccc(N2CCOCC2)c(F)c1
(37) CC1=CC(C)(C)N(S(=O)(=O)c2ccc(F)cc2)c2ccccc21
(38) CC(CC(=O)Nc1ccc2c(c1)OCCO2)c1ccccc1 (stereo unspecified)
(39) CCCCOc1ccccc1P(=O)(O)CP(=O)(c1ccccc1)c1ccccc1
(40) Cc1nc(NS(=O)(=O)c2cccs2)c2c3c(sc2n1)CCC3
assay / compound,33,34,35,36,37,38,39,40
eIF2B yeast act,x,-11,23,23,x,16,14,14
eIF2B yeast act mutant toxicity,x,-10,x,12,x,18,x,-16
Yeast tox inhibition %,12,-10,0,12,23,18,0,-16
Yeast tox,10,-4,8,0,-8,6,13,7

(41) NC(=O)C1(N2CCCCC2)CCN(C(=O)c2ccc(C#CC3(O)CCCCC3)cc2)CC1
(42) CCn1cc(C(=O)NCc2cccc(F)c2)c(=O)c2cc(F)c(N3CCN(C(=O)c4ccco4)CC3)cc21
(43) CNS(=O)(=O)c1cccc2nsnc12
(44) CCOc1ccc(C2C(=O)N(C3CCCCC3)CC(=O)N2CC2CCCO2)cc1OC (stereo unspecified)
(45) C=CCn1c(SCC(=O)Nc2nc(C)cs2)nnc1C(NC(=O)c1ccccc1)C(C)C (stereo unspecified)
(46) NC(=O)CN1CCOCCN(CC(N)=O)CCOCC1
(47) NS(=O)(=O)c1ccc(NC(=O)CSc2ccccn2)cc1
(48) Cc1nn(C)cc1CN(C)C(=O)c1cc2nc(-c3ccco3)cc(C(F)(F)F)n2n1
assay / compound,41,42,43,44,45,46,47,48
eIF2B yeast act,15,x,-5,19,x,15,11,16
eIF2B yeast act mutant toxicity,28,x,x,-2,x,11,4,-5
Yeast tox inhibition %,28,0,0,-2,-19,11,4,-5
Yeast tox,20,39,-18,11,-6,-2,-16,1

(49) Cc1ccc(-n2nnnc2SCn2nnc3ccccc3c2=O)c(C)c1
(50) Cc1cc(Cl)ccc1N(CC(=O)N=Nc1c(O)[nH]c2ccccc12)S(C)(=O)=O
(51) CCCS/C(N)=N/N=C/c1cc(C)ccc1O
(52) O=c1[nH]c(=O)n(C2CCCO2)cc1Br (stereo unspecified)
(53) Cc1cc(Oc2ccccc2)nc(SCC(=O)Nc2ccc(Cl)cc2Cl)n1
(54) Cc1cccc(C(=O)N=c2c(C#N)cc3c(=O)n4cccc(C)c4nc3n2Cc2ccco2)c1
(55) O=C(c1ccncc1)c1nccn1-c1ccccn1
(56) O=C(c1ccc(Cl)cc1)c1c[nH]cc1-c1ccccc1
assay / compound,49,50,51,52,53,54,55,56
eIF2B yeast act,x,x,23,25,25,25,-7,-21
eIF2B yeast act mutant toxicity,x,x,15,-13,17,-15,-9,-26
Yeast tox inhibition %,8,7,15,-13,17,-15,-9,-26
Yeast tox,-6,-15,-11,1,-5,-1,15,-5

(57) COc1ccc(-c2noc(-c3ccccc3C(=O)N3CCOCC3)n2)cc1
(58) O=C(C1CCCCN1S(=O)(=O)c1ccccc1)N1CCCCC1 (stereo unspecified)
(59) CCCNC(=O)c1cnc(Sc2ncc(C(F)(F)F)cc2Cl)n1C
(60) CCc1ccc(S(=O)(=O)NCc2csc(-c3ccccc3)n2)s1
(61) Cc1ccc(S(=O)(=O)N(CC(=O)N2CCC(C)CC2)c2cccc(C)c2)cc1
(62) O=C(c1ccc(Cn2cc(Br)cn2)o1)n1cccn1
(63) Cc1ccc2cc(C#N)c(N3CCCC3)nc2c1C
(64) CC1=C(C(=O)OCC2CCCO2)C(c2ccccc2OC(C)C)C2=C(CC(c3ccco3)CC2=O)N1 (stereo unspecified)
assay / compound,57,58,59,60,61,62,63,64
eIF2B yeast act,-7,-34,28,11,9,-1,-12,42
eIF2B yeast act mutant toxicity,5,10,3,-14,14,3,x,-3
Yeast tox inhibition %,5,10,3,-14,14,3,x,-3
Yeast tox,-8,-17,-14,0,3,10,x,-18

Reformatted as labelled records: four of the compounds above
61: Cc1ccc(S(=O)(=O)N(CC(=O)N2CCC(C)CC2)c2cccc(C)c2)cc1
- eIF2B yeast act: 9
- eIF2B yeast act mutant toxicity: 14
- Yeast tox inhibition %: 14
- Yeast tox: 3
62: O=C(c1ccc(Cn2cc(Br)cn2)o1)n1cccn1
- eIF2B yeast act: -1
- eIF2B yeast act mutant toxicity: 3
- Yeast tox inhibition %: 3
- Yeast tox: 10
63: Cc1ccc2cc(C#N)c(N3CCCC3)nc2c1C
- eIF2B yeast act: -12
- eIF2B yeast act mutant toxicity: x
- Yeast tox inhibition %: x
- Yeast tox: x
64: CC1=C(C(=O)OCC2CCCO2)C(c2ccccc2OC(C)C)C2=C(CC(c3ccco3)CC2=O)N1 (stereo unspecified)
- eIF2B yeast act: 42
- eIF2B yeast act mutant toxicity: -3
- Yeast tox inhibition %: -3
- Yeast tox: -18

The list goes on.
(65) O=C(Cc1ccccc1)Nc1c(C(=O)N2CCCCCC2)cnn1-c1ccccc1
(66) O=C(O)CCN1C(=O)C2C3C=CC(C3)C2C1=O (stereo unspecified)
(67) CC1(C)Cc2ccccc2-c2nnc(SCC(=O)N3CCc4ccccc43)n21
(68) CCCCN1CN=C(Nc2nc3ccccc3o2)NC1
(69) O=C(c1cc2nc(C3CC3)cc(C(F)(F)F)n2n1)N1CCCC1
(70) Cc1n[nH]c(C)c1Sc1ccccc1N=Cc1cc(Cl)cc([N+](=O)[O-])c1O
(71) COc1cc(C2Nc3ccccc3C(=O)N2c2ccccc2)ccc1O (stereo unspecified)
(72) Cn1cnnc1SC1CCCCC1NS(=O)(=O)c1ccc(Cl)cc1 (stereo unspecified)
assay / compound,65,66,67,68,69,70,71,72
eIF2B yeast act,-15,19,11,18,19,x,x,36
eIF2B yeast act mutant toxicity,8,-19,-4,-33,14,x,x,-7
Yeast tox inhibition %,8,-19,-4,-33,14,10,8,-7
Yeast tox,-8,8,-18,30,1,15,15,-14

(73) CCn1c2ccccc2c2cc(NC(=O)CSc3nnc(-c4ccc(OC)cc4)n3N)ccc21
(74) Cc1cccc(-n2c(CNC(=O)COc3ccccc3)nnc2SCC(=O)Nc2nccs2)c1
(75) CCC1(C)CC(C(CC(=O)O)c2ccc(C)cc2)CCO1 (stereo unspecified)
(76) O=C(Nc1ccc2nc[nH]c2c1)c1ccco1
(77) NC(=O)CC1NC(=O)c2ccccc21 (stereo unspecified)
(78) CCOc1ccccc1NC(=O)CSc1nnc(-c2ccco2)n1Cc1ccco1
(79) O=C(COc1ccc(Cl)cc1)Nc1ncccn1
(80) O=C(NC1CC2CCCC(C1)N2Cc1cccs1)N1CCOCC1 (stereo unspecified)
assay / compound,73,74,75,76,77,78,79,80
eIF2B yeast act,x,1,29,50,19,17,-31,-6
eIF2B yeast act mutant toxicity,x,3,9,3,-18,-17,x,x
Yeast tox inhibition %,6,3,9,3,-18,-17,x,0
Yeast tox,-1,-20,0,5,19,4,x,4

(81) CC(=O)c1cc2c(cc1NS(=O)(=O)c1ccc(C)cc1)OCO2
(82) Cc1cc(C)c2nc(N3CCCC(C(=O)NCCN4CCOCC4)C3)sc2c1 (stereo unspecified)
(83) COc1ccc(C(=O)NC2CCSC2=O)cc1 (stereo unspecified)
(84) CCCCCCN1C=CC(=C/C=C(\C#N)C(=O)OCC)C=C1
(85) COc1ccc(S(=O)(=O)N(CCc2ccccc2)CC(=O)O)cc1Cl
(86) Cc1cccc(OCCCC(=O)NC(C)c2ccccc2)c1 (stereo unspecified)
(87) Cc1ccccc1-n1c(=O)c(C#N)cc2c(=O)n3ccccc3nc21
(88) CCOC(=O)c1c(NC(=O)Cn2nnc3ccccc32)sc2c1CCC(C)C2 (stereo unspecified)
assay / compound,81,82,83,84,85,86,87,88
eIF2B yeast act,9,-27,-7,18,15,15,x,-2
eIF2B yeast act mutant toxicity,19,x,x,-10,18,6,x,10
Yeast tox inhibition %,19,x,x,-10,18,6,16,10
Yeast tox,8,x,x,9,7,16,6,12

(89) Cc1ccc(N(CC(=O)O)S(C)(=O)=O)cc1Cl
(90) O=C(COC(=O)c1cnccn1)c1ccc2c(c1)CCCC2
(91) O=[N+]([O-])c1cc(S(=O)(=O)C(F)(F)F)ccc1Sc1nc2ccccc2[nH]1
(92) O=C(Nc1cccc(-c2cc3ccccc3oc2=O)c1)c1ccc(Br)o1
(93) Cc1c(Cl)cccc1NC(=O)CSc1nc2c(c(=O)[nH]1)CCCC2
assay / compound,89,90,91,92,93
eIF2B yeast act,12,-17,11,-58,34
eIF2B yeast act mutant toxicity,x,x,8,x,10
Yeast tox inhibition %,0,0,8,x,10
Yeast tox,-13,27,5,x,-4
